MBNL1-CUG inh: MBNL1-poly(CUG) RNA binding inhibition; TR-FRET MBNL1-His/biotin-(CUG)12 binding, 665/545 ratio; Q9NR56; Potency, µM (top dose mostly 57.5 µM), for inactives: at the highest dose activity change, negative = inhibition, usual class: inhibitors; 280,000 tested, 0.036% active; active means well fitted inhibition curve with a large enough effect in the signal ratio, with a control signal flat, not every such curve was filed as active; inconclusive means small, poorly fitted or top-dose-only effect, or effect the other way, or a change in a side signal; inactive means no such curve, though single readings can be large or run the other way; the % refers to the signal ratio; further: potency means the concentration at half of the fitted maximal effect; on the % scale 0 is the no-effect control and ±100 the full control effect
Target sequence (Q9NR56 whole entry, looked up): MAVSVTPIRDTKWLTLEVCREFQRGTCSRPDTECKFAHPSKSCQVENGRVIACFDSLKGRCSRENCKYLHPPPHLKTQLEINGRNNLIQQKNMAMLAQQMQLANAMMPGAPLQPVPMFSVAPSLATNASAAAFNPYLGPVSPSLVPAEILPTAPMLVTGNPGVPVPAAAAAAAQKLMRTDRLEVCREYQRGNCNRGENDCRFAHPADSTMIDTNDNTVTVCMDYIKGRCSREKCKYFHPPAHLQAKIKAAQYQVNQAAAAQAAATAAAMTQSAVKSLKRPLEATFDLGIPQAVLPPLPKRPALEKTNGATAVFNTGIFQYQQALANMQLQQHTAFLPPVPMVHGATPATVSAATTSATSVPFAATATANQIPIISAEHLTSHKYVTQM
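Compound titration spanned 92 nM–58 uM against the MBNL1-His/biotin-(CUG)12 complex. After 60 min at room temperature with 5 nM streptavidin-XL665 and 0.055 ng/ul terbium anti-His, ratiometric 665/545 nm emission (Ex 340 nm) normalized to controls.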
FBPA coupling cs: coupling enzyme interference in Giardia aldolase counter-screen; coupling enzyme system counterscreen, AmpLite Red fluorescence; activity change, negative = inhibition, % at 58.2 µM, hits read low; 290,000 tested, 0.67% active; in the data active means activity change below about -30%; further: on the % scale 0 is the no-effect control and ±100 the full control effect
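Counterscreen lacking aldolase: glyceraldehyde-3-phosphate coupling-enzyme reagent preincubated 10 min at RT with compound (at 57.5 uM final), then substrate/coupling system with AmpLite Red added; fluorescence read at 525/598 nm after 20 min RT.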
a7 integrin act: activators of alpha7 integrin expression for muscular dystrophy. alpha7betagal myoblasts, beta-gal FDG fluorescence, 48 h. Potency, µM (series often up to 38.3 µM), for inactives: top-dose activation, usual class: activators. 350,000 tested, 0.064% active;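 further: potency means the concentration at half of the fitted maximal effect; 100% = response of the positive control SU9516; nearly all actives have a fitted effect of over 60% in size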
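alpha7betagal+/- myoblasts (passage 13, 250/well) treated 48 h at 37C with compounds at 1:260 dilution of DMSO stock. Lysed, then beta-galactosidase activity read as FDG fluorescence (ex 480/em 540) after 30 min, with pre-read for autofluorescence.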
KCNH2 WT inh: blocks the wildtype human KCNH2 potassium channel | Q12809 | U2OS, BacMam KCNH2, thallium flux FluxOr; stronger effect = lower value | activity change, % at 1.84 µM | 340,000 tested, 0.37% active;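 active means maximum activity change below -70%; inconclusive means maximum activity change between -70% and -50%; inactive means maximum activity change above -50%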; further: on the % scale 0 is the no-effect control and ±100 the full control effect
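U2OS cells were transduced with wild-type KCNH2 virus (2.03 x 10^8 / mL) for 4 h at room temperature, then cultured overnight at 37 C. Thallium flux was read with FluxOr dye. Rate constants were normalized to DMSO controls.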
A-T KAP1 phos: candidate therapy for ataxia-telangiectasia; […] A-T fibroblasts, KAP-1 phosphorylation AlphaLISA; neocarzinostatin DNA damage 30 min before lysis; Potency, µM (series often up to 57.5 µM), for inactives: top-dose activation, most hits filed as activators; 320,000 tested, 0.19% active; AID 485349; further: potency means the concentration at half of the fitted maximal effect; % of control where 0% means no effect; nearly all actives have a fitted effect of over 45% in size
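ATM-like activity read as KAP-1 phosphorylation via AlphaLISA donor/acceptor antibody pairs after lysis and 6 hr at 25C. Cells were ATM-null patient fibroblasts ([…], hTERT), dosed 60 min, then exposed to the DSB inducer NCS for 30 min.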
KCNH2 3.1 block: inhibitors of human KCNH2 3.1 potassium channel isoform. U2OS KCNH2 3.1, thallium flux FluxOr; stronger effect = lower value. activity change, % (tested at about 1.8 µM). 340,000 tested, 0.95% active. AID 720553;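 active means maximum activity change below -70%; inconclusive means maximum activity change from -70% to -50%; inactive means maximum activity change above -50%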;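 further: thallium influx rate constant from kinetic fluorescence after stimulation buffer; on the % scale 0 is the no-effect control and ±100 the full control effect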
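Kinetic fluorescence (2 min after stimulation buffer) measures Tl+ influx through KCNH2 3.1 expressed by viral transduction in U2OS cells; the rate constant is normalized against DMSO controls serving as positive and negative references.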
GALK inhibitor: blocks human galactokinase activity | Purified GALK, Kinase-Glo residual ATP luminescence | 270,000 tested, 0.007% active | P51570 | Potency, µM (series often up to 57.5 µM), without a hit: at the highest dose activity change, negative = inhibition, usual class: inhibitors; further: potency means the concentration at half of the fitted maximal effect; on the % scale 0 is the no-effect control and ±100 the full control effect
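ATP-depletion format; final 35 uM ATP, 100 uM D-galactose, 5 nM enzyme; pH 8.0 HEPES/Mg2+ buffer; 60 min RT; luminescence read 10 min after detection reagent.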
TRPV1 agonist: activates the human vanilloid receptor TRPV1. 320,000 tested, 0.19% active. activation, % at 8.33 µM. Q8NER1. TRPV1-expressing cells, Fluo-8 calcium influx, agonist mode; in the data active means activation above about 80%; inconclusive means between about 30% and that limit; further: 0% is about no effect
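TRPV1-expressing cells were cultured overnight at 35.5C and loaded with Fluo-8 calcium dye for 40 to 90 min at room temperature. After a 10 s baseline, compound was added and calcium influx was read kinetically for 3 min (ex 480/em 520 nm).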
ASM inhibitor: blocks human secretory acid sphingomyelinase; P17405; placental ASM, HMU-PC fluorogenic substrate, 60 min; Potency, µM (series often up to 57.5 µM), without a hit: at the top dose activity change, negative = inhibition, usual class: inhibitors; 340,000 tested, 0.006% active; AID 504937; further: potency means the concentration at half of the fitted maximal effect
Target sequence (P17405 47-631 limits assumed): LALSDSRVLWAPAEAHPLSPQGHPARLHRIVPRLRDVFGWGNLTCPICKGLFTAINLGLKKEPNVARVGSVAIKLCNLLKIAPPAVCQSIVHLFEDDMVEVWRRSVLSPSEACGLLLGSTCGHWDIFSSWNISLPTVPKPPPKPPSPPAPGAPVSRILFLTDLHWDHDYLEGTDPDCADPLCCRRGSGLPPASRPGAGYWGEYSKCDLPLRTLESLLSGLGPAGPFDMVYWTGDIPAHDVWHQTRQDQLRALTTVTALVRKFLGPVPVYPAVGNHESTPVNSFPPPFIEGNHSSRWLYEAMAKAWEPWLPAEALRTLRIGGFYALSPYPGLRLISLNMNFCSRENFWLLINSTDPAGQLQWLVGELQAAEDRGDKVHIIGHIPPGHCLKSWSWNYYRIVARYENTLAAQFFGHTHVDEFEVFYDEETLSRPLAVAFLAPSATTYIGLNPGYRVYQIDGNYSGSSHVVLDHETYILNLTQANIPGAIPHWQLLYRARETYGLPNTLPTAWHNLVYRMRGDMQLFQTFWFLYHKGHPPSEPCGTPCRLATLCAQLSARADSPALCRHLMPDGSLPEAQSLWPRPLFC
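Human placenta-derived ASM enzyme was preincubated with compound for 10 minutes at room temperature, then given fluorogenic substrate HMU-PC0 (9 uM final) for 60 minutes at 37 °C; a pH 10 stop preceded fluorescence reading at Ex 386/Em 447 nm.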
CXXC DNA block: inhibitors of human MLL CXXC domain-DNA interaction | Q03164 | MLL-CXXC / FITC-HOXA9 DNA fluorescence polarization | Potency, µM (titrated, usually from 115 µM), without a hit: at the top dose activity change, negative = inhibition, most hits filed as inhibitors | 290,000 tested, 0.037% active; active means well fitted inhibition curve with a large enough effect in the polarisation, with a control signal flat, not every such curve was filed as active; inconclusive means small, poorly fitted or top-dose-only effect, or effect the other way, or a change in a side signal; inactive means no such curve, though single readings can be large or run the other way; the % refers to the polarisation; further: potency means the concentration at half of the fitted maximal effect
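Fluorescence polarization: 7 uM MLL-CXXC (stock) preincubated 5 min with compounds, then 50 nM fluorescein-HOX-A9 DNA (stock) added; 30 min ambient. Buffer 50 mM Tris-HCl pH 7.5, 50 mM NaCl, 1 mM DTT, 0.05% BSA.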
The depositor's hits bear a star; u = inconclusive; x = not tested or not shown; [ ] = remark or other dose. Unless noted, the call rests on the fitted dose curve; in most records, active means well fitted curve in the direction sought with a large enough effect; inconclusive means small, poorly fitted or top-dose-only effect, or another doubt; inactive means no such curve, though single readings can be large; an effect the other way counts as inactive or inconclusive.

SMILES	MBNL1-CUG inh	FBPA coupling cs	a7 integrin act	KCNH2 WT inh	A-T KAP1 phos	KCNH2 3.1 block	GALK inhibitor	TRPV1 agonist	ASM inhibitor	CXXC DNA block
CNC(=O)c1ccccc1NC(=O)c1cccc(S(=O)(=O)N2CCCCC2)c1	-1%	1	u	7	2%	0	-3%	u	2%	19%
Cc1ccc(C)c(N=C2NC(=O)CS2)c1	-11%	0	3%	-11	4%	11	0%	-2	2%	-6%
COC(=O)c1ccc(CSc2ccc3nnc(-c4ccc(OC)c(OC)c4)n3n2)o1	x	x	-21%	12	x	0	x	x	-14%	x
COc1ccc(NC(=O)c2nc[nH]c2C(=O)N[C@@H](CC(C)C)C(=O)OC(C)(C)C)cc1	-9%	-3	-38%	x	-14%	x	-1%	u	-16%	-12%
Cc1ccc(S(=O)(=O)N2CCCCC2)cc1NC(=O)COC(=O)C1(C)CC1(Cl)Cl (stereo not given)	x	x	-33%	-2	-7%	0	x	0	5%	x
O=C(c1cncc(Br)c1)N1CCN(S(=O)(=O)c2ccccc2C(F)(F)F)CC1	-5%	1	0%	-5	3%	-23	12%	7	0%	-6%
O=C(C1CCC(CNc2c(N3CCCCC3)c(=O)c2=O)CC1)N1CCN(c2ccccn2)CC1 (stereo not given)	-1%	3	6%	-1	3%	1	x	4	-2%	2%
CN(CC(=O)Nc1cccc(F)c1)C(=O)CN1c2cccc3cccc(c23)S1(=O)=O	x	x	-6%	14	-2%	9	x	-3	42%[activator]	x
CCOCCCNC(=O)CNC(=S)N(Cc1ccccc1F)C1CCCCC1	2%	-1	7%	-21	x	0	-2%	3	4%	-3%
Cc1cc(C(=O)Nc2ccc([N+](=O)[O-])cn2)cs1	u	0	11%	-3	9%	10	-1%	83*	0%	0%
CC(CC(=O)N1CCN(c2ccccc2)CC1)S(=O)(=O)c1ccc2c(c1)NC(=O)CS2 (stereo not given)	-1%	-2	9%	-5	-5%	-16	-3%	0	1%	-1%
COc1cccc(N/C(SCc2cccc([N+](=O)[O-])c2)=C(/C#N)C(=O)NCc2cccs2)c1	11%	2	5%	8	-11%	-9	x	0	-2%	4%
O=C(NC1CCS(=O)(=O)C1)/C(=C\c1ccco1)NC(=O)c1ccccc1 (stereo not given)	3%	3	18%	0	u	-13	0%	-2	6%	-4%
Cc1cc2cc(CN(Cc3ccco3)C(=S)NCC3CCCO3)c(=O)[nH]c2cc1C (stereo not given)	4%	2	-37%	-15	1%	6	x	18	-4%	-4%
COCCNC(=O)CN(C(=O)Cn1nnc2ccccc21)c1ccc(C)cc1	8%	0	-21%	14	-1%	20	-2%	2	2%	2%
CCOC(=O)/C(C#N)=C1\CCCN1CC(N)=S	6%[11.5 µM]	1	-12%	-4	0%	-20	x	-2	-1%	2%
O=S(=O)(Oc1ccccc1-c1ccccc1)c1ccccc1	x	x	-21%	-5	x	-12	x	x	-1%	x
O=C(CCn1nnc2ccccc21)N1CCC(O)(c2cccc(F)c2)CC1	0%	2	9%	-1	3%	-11	6%	13	-2%	9%
CN(C1=C(N2CCCCC2)C(=O)c2ccccc2C1=O)c1ccccc1	u	-27	-6%	13	-9%	-25	-1%	-4	-26%	-19%
CCN1CCN(CC(=O)Nc2ccc(OC(F)(F)F)cc2)CC1	-11%	1	-9%	53	-7%	3	0%	0	-5%	39%[activator]
Cc1nnc(Cl)c2nn(-c3ccccc3F)c(C)c12	-14%	7	19%	5	x	-6	2%	-3	0%	41%[activator]
O=C(O)c1cccc2c1C(=O)N(Cc1ccncc1)C2	-14%	-1	4%	10	12%	4	3%	5	6%	-1%
CCCCNCCCOc1cccc(Cl)c1Cl	9%	-2	-32%[inhibitor]	11	x	-6	3%	4	4%	-11%
CCOc1cc(C(=O)O/N=C(\N)c2ccc([N+](=O)[O-])cc2)cc(OCC)c1OCC	15%	3	0%	0	8%	-4	-2%	5	-1%	11%
COc1ccc(OC)c(C2/C(=C(/O)c3ccccc3)C(=O)C(=O)N2Cc2ccco2)c1 (stereo not given)	4%	-9	-13%	4	4%	-14	-2%	0	-2%	9%
Additional records follow:
SMILES	MBNL1-CUG inh	FBPA coupling cs	a7 integrin act	KCNH2 WT inh	A-T KAP1 phos	KCNH2 3.1 block	GALK inhibitor	TRPV1 agonist	ASM inhibitor	CXXC DNA block
O=C(CN(C(=O)CCC(=O)Nc1nccs1)c1cccc(F)c1)NCc1ccccc1	0%	2	-19%	1	6%	1	-2%	-3	-13%	15%
O=S1(=O)CC(O)C(N=Nc2c(O)n(Cc3ccccc3)c3ccccc23)C1 (stereo not given)	7%	0	-2%	3	-3%	21	-7%	10	-5%	-5%
CCC(C)NS(=O)(=O)c1ccc(OCC(=O)NCC2CCCO2)cc1 (stereo not given)	2%	-1	-14%	-9	4%	19	0%	0	-1%	-1%
CC(C)NCC(=O)C12CC3CC(CC(C3)C1)C2	-4%	3	14%	-2	-19%	-8	-1%	0	0%	-1%
O=C(NC(Cc1ccccc1)C(=O)N1CCCC1C(=O)O)c1ccccc1 (stereo not given)	-22%	5	9%	4	11%	-17	4%	-1	1%	0%
CC(C)(C)n1nnnc1C(c1cccc(C#N)c1)N1CCC(Cc2ccccc2)CC1 (stereo not given)	-1%	-3	-16%	4	-5%	-31	1%	4	-2%	35%[activator]
Cc1ccc(NS(=O)(=O)c2cccc3nsnc23)cc1C	16%	-3	2%	7	11%	2	-2%	-2	0%	1%
CC1=NNC(=O)C1CCC(=O)N/N=C/c1ccc(C)cc1 (stereo not given)	-12%	1	-1%	-21	2%	3	3%	-12	0%	-11%
O=C(Cn1ncc2c3ccccc3n(Cc3ccccc3F)c2c1=O)NCCN1CCOCC1	-3%	1	22%	4	2%	-16	2%	2	6%	1%
COCCN(Cc1ccccc1)C(=S)Nc1ccc(Cl)cc1	-1%	-3	-6%	-7	4%	10	-4%	0	-1%	4%
Cc1ccc(CSCC(=O)NCc2ccc(F)cc2)cc1	-3%	4	-2%	-1	6%	-4	-1%	82*	0%	4%
COc1cc(OC)cc(C(=O)NN(CCC#N)C2=NS(=O)(=O)c3ccccc32)c1	-2%	7	40%	-14	-1%	8	1%	1	7%	6%
O=C(c1c(F)cccc1F)N1CCC(O)(c2cccnc2)CC1	0%	1	31%	20	5%	19	-2%	-1	0%	2%
O=C(c1c[nH]c2ccccc2c1=O)N1CCCCCC1	-7%	2	-6%	-4	0%	-13	0%	0	6%	-4%
CCOC(=O)c1nnn(-c2nonc2N)c1CSc1ccc(C)cc1	5%	-4	13%	-1	3%	5	0%	19	-7%	-5%
CCN(CCn1cccn1)C(=O)c1cc(COc2c(F)cccc2F)on1	1%	-2	-10%	6	0%	-8	0%	1	0%	u

8 successive records already listed, for reference:
SMILES	MBNL1-CUG inh	FBPA coupling cs	a7 integrin act	KCNH2 WT inh	A-T KAP1 phos	KCNH2 3.1 block	GALK inhibitor	TRPV1 agonist	ASM inhibitor	CXXC DNA block
O=C(Cn1ncc2c3ccccc3n(Cc3ccccc3F)c2c1=O)NCCN1CCOCC1	-3%	1	22%	4	2%	-16	2%	2	6%	1%
COCCN(Cc1ccccc1)C(=S)Nc1ccc(Cl)cc1	-1%	-3	-6%	-7	4%	10	-4%	0	-1%	4%
Cc1ccc(CSCC(=O)NCc2ccc(F)cc2)cc1	-3%	4	-2%	-1	6%	-4	-1%	82*	0%	4%
COc1cc(OC)cc(C(=O)NN(CCC#N)C2=NS(=O)(=O)c3ccccc32)c1	-2%	7	40%	-14	-1%	8	1%	1	7%	6%
O=C(c1c(F)cccc1F)N1CCC(O)(c2cccnc2)CC1	0%	1	31%	20	5%	19	-2%	-1	0%	2%
O=C(c1c[nH]c2ccccc2c1=O)N1CCCCCC1	-7%	2	-6%	-4	0%	-13	0%	0	6%	-4%
CCOC(=O)c1nnn(-c2nonc2N)c1CSc1ccc(C)cc1	5%	-4	13%	-1	3%	5	0%	19	-7%	-5%
CCN(CCn1cccn1)C(=O)c1cc(COc2c(F)cccc2F)on1	1%	-2	-10%	6	0%	-8	0%	1	0%	u
